All columns: NCI-60 one-dose screen, growth in % after 48 h at 10 µM unless noted; 100 = growth as untreated, 0 = no growth, -100 = all killed.
SNB-19: SNB-19 CNS cancer cells; 81,000 compounds, 2.5% hits
SNB-75: SNB-75 CNS cancer; 79,000 compounds, 5% hits
PC-3: PC-3 prostate cancer cells | 80,000 compounds, 3.9% hits
U251: U251 CNS tumor cells. 80,000 compounds, 5.4% hits. AID 1794753
SF-295: SF-295 CNS cancer cells. 79,000 compounds, 5.6% hits. AID 1794758
SF-268: SF-268 CNS cancer cells; 82,000 compounds, 3.1% hits
HCC-2998: HCC-2998 colon cancer | 79,000 compounds, 4.7% hits | AID 1794799
SF-539: SF-539 CNS cancer | AID 1794752 | 81,000 compounds, 6.8% hits
* marks the source's active call; other numbers are inactive results; · = no result given; & = joins results of further samples. The calls were made as follows: active = growth percent below 10; inactive = the rest.

SMILES	SNB-19	SNB-75	PC-3	U251	SF-295	SF-268	HCC-2998	SF-539
CCN(CC)CCCN1C(=O)c2c(c(C)c3c(oc4cc(OC)ccc43)c2C)C1=O	99	146	85	103	100	101	98	95
CCOC(=O)C1=C(CSC(=S)N2CCOCC2)N(C)C(=O)NC1c1ccccc1 (stereo not drawn)	94	105	102	101	92	96	104	103
Cc1ccc(-c2nn(-c3ccccc3)cc2C=C2C(=O)ON=C2C(C)C)cc1	78	70	63	52	97	95	69	84
O=[N+]([O-])c1ccc(NNCNNc2ccc([N+](=O)[O-])cn2)nc1	115	98	100	96	99	97	97	97
CC1=CC(C)(C)c2cc3c(cc21)C(C)(C)CCC3(C)C	91	98	91	100	108	98	103	98
S=C=Nc1cccc(N=C=S)c1	102	91	93	92	103	94	102	·
O=S(=O)(c1ccccc1)n1ccc2c1-c1oncc1CCC2	99	99	98	97	105	104	113	95
Nc1c(C(=O)Nc2cccc(C(F)(F)F)c2)sc2nc3c(cc12)C(O)CCC3 (stereo not drawn)	87	-6.8*	23	17	27	46	79	22
COc1ccc(-c2c(NC(=O)Nc3ccc(S(N)(=O)=O)cc3)cnn2-c2ccc(S(N)(=O)=O)cc2)cc1	102	88	100	86	103	108	109	110
COc1cc(C(=O)N(C(C)C)C2CCCCC2)cc(OC)c1OC	98	88	90	102	109	98	·	101
CCNCC(C)(C)O	102	79	91	104	103	119	109	102
CCOC(=O)c1sc2nc(-c3ccc(N(C)C)cc3)nc(N3CCOCC3)c2c1C	99	83	91	95	100	92	119	94
C(=N\Nc1nnc2n1N=C(c1ccccc1)CS2)/c1ccc(OCc2ccccc2)cc1	102	108	76	98	101	115	120	102
COc1ccc(C(=O)/C=C/c2cccc(Cl)c2Cl)cc1S(N)(=O)=O	6.2*	15	5.0*	-96*	-38*	18	-49*	-76*
CCNC(=O)Oc1ccc(/C(=C(\C)c2ccccc2)c2ccc(OCCCN(C)C)cc2)cc1	88	91	73	66	52	72	68	66

Record cards (already shown).
Record of Nc1c(C(=O)Nc2cccc(C(F)(F)F)c2)sc2nc3c(cc12)C(O)CCC3 (stereo not drawn) → SNB-19 = 87; SNB-75 = -6.8*; PC-3 = 23; U251 = 17; SF-295 = 27; SF-268 = 46; HCC-2998 = 79; SF-539 = 22
Record of CCNC(=O)Oc1ccc(/C(=C(\C)c2ccccc2)c2ccc(OCCCN(C)C)cc2)cc1 → SNB-19 = 88; SNB-75 = 91; PC-3 = 73; U251 = 66; SF-295 = 52; SF-268 = 72; HCC-2998 = 68; SF-539 = 66

(further entries)
SMILES	SNB-19	SNB-75	PC-3	U251	SF-295	SF-268	HCC-2998	SF-539
CC1=NN(c2cccc(Cl)c2)C(=O)/C1=C\c1cn(-c2nc(N3CCOCC3)nc(N3CCOCC3)n2)c2ccccc12	103	86	93	110	105	95	104	109
O=C(/C=C/c1ccc(Cl)cc1)c1ccccc1	101	109	97	88	94	102	·	103
CCCCn1c(=O)c(C2CNC(=O)c3ccccc3N2)cc2ccccc21 (stereo not drawn)	91	84	106	98	97	99	108	90
CCOC(=O)c1sc2ncnc(Nc3ccc(OCc4cccc(F)c4)c(Cl)c3)c2c1C	99	97	91	97	105	84	104	101
O=C(OCCOCCOC(=O)N1CCOCC1)N1CCOCC1	102	91	96	95	104	102	106	111
COc1ccc(-c2nc(SCC(=O)N3CCN(c4cc5c(cc4F)c(=O)c(C(=O)O)cn5C4CC4)CC3)nc(Cl)c2C#N)cc1OC	98	89	99	106	100	94	99	103
O=C(NCCNc1nccc(-c2c(-c3cccc(O)c3)nc3sccn23)n1)c1cc(N2CCOCC2)cc(C(F)(F)F)c1	125	83	78	105	84	102	109	101
CC12CCC3c4ccc(O)cc4CCC3C1CCC2OC1CCCCO1 (stereo not drawn)	90	73	86	91	99	103	134	99
CN(C)c1ccc(/C=C/c2nccc3ccccc23)cc1	79	99	83	·	79	97	83	99
C=CCc1ccc2c(c1)OC(CO)CO2 (stereo not drawn) (tested in a mixture with another compound)	97	105	87	97	·	97	103	105
CCCCNC(=O)Nc1ncn[nH]1	102	94	107	107	114	137	176	102
O=c1oc2ccc(I)cc2c(=O)n1-c1ccc(I)cc1F	21	-23*	4.0*	1.8*	-57*	8.4*	21	2.1*
CC(C(=O)O)N1C(/N=C/c2ccc(Br)cc2)=NNC1(C)c1ccccc1O (stereo not drawn)	78	95	60	64	84	74	102	89
Cc1ccc(Nc2ncc(Cc3cccc(Cl)c3Cl)s2)cc1	100	107	97	89	106	101	120	100
COc1cc(CC(=O)O)ccc1O	103	107	94	106	108	98	100	114
O=c1c2c(O)cccc2oc2c3c(cc(O)c12)O[C@H]1OC=C[C@@H]31	97	86	90	93	90	95	64	98
Cc1ccc(C(=O)/C=C/c2ccccc2)cc1	109	113	96	102	110	99	101	103
COc1cc(NCCNC2CCCCC2)c2ncccc2c1	105	76	89	92	96	96	104	94
CN1CCS(=O)(=O)C2CCCCC2C1=O (stereo not drawn)	103	85	95	91	95	113	113	105
Clc1cccc(Cl)c1NC1=NCCN1	101	99	86	96	99	109	103	103
[Cu+].[NH-][C@H]1C[N-]C(=O)[C@H]([C@H]2CCN=C(N)N2)[N-]C(=O)/C(=C\NC(N)=O)[N-]C(=O)[C@H](CNC(=O)C[C@@H](N)CCCN)[N-]C(=O)[C@H](CO)[N-]C1=O	103	88	96	101	100	107	110	106
NC(=O)C1(Nc2ccc(C(=O)O)cc2)CCCC1	104	95	97	96	124	101	97	110
COc1ccccc1Nc1cc(O)c2c(=O)cc(-c3ccccc3)oc2c1	44	-4.8*	54	22	26	45	72	28
CCOC(=O)C(=O)Nc1c(CC)cccc1C(C)CC (stereo not drawn)	109	76	94	97	103	102	101	103
CCn1c2ccccc2c2cc(NC(=O)Nc3ccc([N+](=O)[O-])cc3C)ccc21	67	·	19	31	13	65	10	47
CC1=NC2=NN/C(=N\N)NN2C(c2ccccc2)=C1	97	107	99	106	105	104	105	97
Cc1ccccc1-n1c(C)nc2cc(NC(=O)c3cccs3)ccc2c1=O	102	111	102	88	95	110	114	103
Cc1cc(Cl)ccc1NS(=O)(=O)c1ccc(-c2cnc(C3CC3)o2)cc1	23	-2.3*	27	25	17	47	16	-19*
COc1cc(C(N)CCc2ccc3c(c2)OCO3)cc(OC)c1OC (stereo not drawn)	112	88	73	91	106	95	97	101
CC(C)=CCC[C@](C)(O)[C@H]1CC[C@]2(C)[C@@H]1CC[C@@H]1[C@@]3(C)C/C(=C/c4cccc([N+](=O)[O-])c4)C(=O)C(C)(C)[C@@H]3CC[C@]12C	96	0.8*	58	86	103	93	86	96
CN(C)c1ccc(/C=C2/C=C(c3ccccc3)OC2=O)cc1	107	102	97	108	79	101	95	102
CCOC(=O)c1cccc(N2C(=O)/C(=C/N3N=C(c4ccccc4)CC3c3ccc(N(C)C)cc3)SC2=S)c1 (stereo not drawn)	67	56	63	48	54	65	74	55
CCCCC1COc2cccc3c2N1C=C/C3=C\C(=O)N(C)c1ccc(Cl)cc1 (stereo not drawn)	97	81	94	104	98	97	103	106
O=C1/C(=c2\c3ccccc3n3c(=O)c4ccccc4nc23)Nc2ccccc21	94	126	53	98	85	93	111	97
O=C(COc1ccc2c(c1)OCO2)N1CCN(c2cccc(Cl)c2)CC1	106	97	98	·	·	103	100	106
CN(C)c1ccc(-c2cc(-c3cccc(Br)c3)n[nH]2)cc1	98	·	77	93	96	81	101	87
O=C1C2C3C=CC(C3)C2C(=O)C2C3C=CC(C3)C12 (stereo not drawn)	112&105	88	95&98	98&99	112&107	101&110	101&99	104&113
O=C(Nc1ccc(Cl)c(C(F)(F)F)c1)c1cncc(C#Cc2cnc3ccc(N4CCOCC4)nn23)c1	-11*	-1.3*	23	20	5.3*	7.9*	-13*	-42*
O=S(=O)(Nc1ccc(OCc2nnc(-c3ccc(Cl)cc3)o2)c(F)c1)c1ccccc1	96	76	84	91	91	95	102	94
O=C(Nc1c(Cl)cccc1Cl)OCc1ccco1	91	91	110	112	104	96	113	91
CC[C@]1(O)C[C@H]2CN(CCc3c([nH]c4ccccc34)C(C(=O)OC)(c3cc4c(cc3OC)N(C)[C@H]3[C@@](O)(C(=O)OC)[C@H](OC(C)=O)[C@]5(CC)[C@@H]6C[C@@H]6CN6CC[C@]43[C@@H]65)C2)C1 (stereo partly drawn)	24	-15*	19	14	-15*	-5.0*	2.5*	-22*
CCCn1c(NC(=O)c2cccc(C(N)=O)c2)nc2ccccc21	102&106	115&108	90&99	108&108	120&112	92&95	113&103	106&106
CCOC(=O)N(C1CCCCC1)C1CCCCC1	107&101	86&86	101&100	106&101	109&103	112&101	107&106	104&98
Cc1[nH]c(C(=O)Nc2nc3ccc(NC(=O)c4cccnc4)cc3s2)c(Cl)c1Cl	100	101	93	99	101	90	107	92
COc1ccc(OC)c2nc3c(nc12)C(=O)c1ccccc1C3=O	89	99	89	98	65	93	94	89
C1CCN(c2nc(=[N+]3CCCCC3)ss2)CC1	106	88	90	94	104	101	105	104
Cn1cnc2c1c(=O)n(CCC(=O)Nc1ccc(S(N)(=O)=O)cc1)c(=O)n2C	103	108	88	100	104	96	106	104
Nc1c(C(=O)Nc2c(Cl)cccc2Cl)sc2nc3c(cc12)CCCC3	83	72	80	74	76	81	92	76
O=C1/C(=C/C2C=Nc3ccccc32)SC(c2ccc(Br)cc2)N1n1cnnc1 (stereo not drawn)	95	78	78	96	96	96	105	91
Cc1ccc(NC(=O)NNC(=O)/C=C/c2cn(-c3ccccc3)nc2-c2ccc(C)cc2)cc1	97	98	92	96	100	98	105	98
Oc1cccnc1CN1CCOCC1	99&101	81&89	96&94	102&104	105&111	116&106	100&102	95&93
Clc1sc(Cl)c(Cl)c1Cl	107	96	91	100	103	119	109	113
CC(=O)Nc1nnc2c3ccccc3n(C(C)=O)c2n1	104	104	98	98	99	100	105	102
Cc1ccc(-c2nc3nc(-c4ccccc4)nc(N4CCCN(S(C)(=O)=O)CC4)c3o2)cc1	86	17	68	70	87	76	97	31
COc1cc(-c2nn(-c3ccc(NC(=O)c4ccc(Cl)c(Cl)c4)cc3)cc2-c2ccncc2)ccc1Cl	86	·	69	49	-42*	68	48	48
Cc1nn(-c2ccccc2)c(N2CCCC2)c1/C=N/N=c1\sc2ccccc2n1C	57	98	52	41	69	58	100	61
CN1Cc2cccc(N3CCNCC3)c2C[C@@H]1CN(C)[C@H]1CCCc2cccnc21	100	68	90	99	97	89	104	91
CCN1C(=O)N(CC)C2C1N=C(SCc1ccc(Cl)cc1)N2/N=C/C=C/c1ccccc1OC (stereo not drawn)	79	50	44	69	57	65	86	68
Clc1ccc(-c2ccc(CNCC3CCNCC3)o2)c(-c2ccccc2)c1	-68*	-91*	-82*	-89*	-86*	-82*	-78*	-90*
Cn1c(N)c(C(=O)CCc2ccccc2)c(=O)n(C)c1=O	101	80	97	100	·	117	103	107

Structures from the list above that contain a nitro group on carbon, in the order listed:
SMILES	SNB-19	SNB-75	PC-3	U251	SF-295	SF-268	HCC-2998	SF-539
O=[N+]([O-])c1ccc(NNCNNc2ccc([N+](=O)[O-])cn2)nc1	115	98	100	96	99	97	97	97
CCn1c2ccccc2c2cc(NC(=O)Nc3ccc([N+](=O)[O-])cc3C)ccc21	67	·	19	31	13	65	10	47
CC(C)=CCC[C@](C)(O)[C@H]1CC[C@]2(C)[C@@H]1CC[C@@H]1[C@@]3(C)C/C(=C/c4cccc([N+](=O)[O-])c4)C(=O)C(C)(C)[C@@H]3CC[C@]12C	96	0.8*	58	86	103	93	86	96

(further entries)
SMILES	SNB-19	SNB-75	PC-3	U251	SF-295	SF-268	HCC-2998	SF-539
NN1C(=O)CSC1=S	116	96	93	86	105	96	110	105
O=C1/C=C/[C@@H](O)[C@@H]2C[C@@H](O)C[C@H]2/C=C/CCC[C@@H](O)CCO1	104	41	91	92	89	86	100	101
CC(=O)c1ccc(NNc2ccccc2)cc1	96	90	67	80	87	76	89	96
Cc1cc(N2CCOCC2)nc(N2CCOCC2)c1C#N	97	85	102	90	75	103	108	98
CN(C)CCS(=O)(=O)CCN(C)C	103	110	102	104	110	107	102	100
COC(=O)/C=C1\Sc2ccccc2NC1=O	106	101	100	109	114	109	138	114
O=C(CSc1nc2ccccc2c(=O)n1-c1ccccc1)Nc1ccc(C(=O)/C=C/c2ccc(Cl)cc2)cc1	96	114	103	106	105	115	109	113
CCCCNC(=O)NS(=O)(=O)c1ccc(N2N=C(c3ccc(C)cc3C)CC2c2ccc(Cl)cc2)cc1 (stereo not drawn)	87	86	45	46	·	79	58	78
Cc1cc(CC(C)C)c(C(N)=O)cc1C	97	103	99	88	89	103	118	97
O=C(O)c1c(O)c(O)cc2ccccc12	96	95	99	103	94	94	95	91
CCOC(=O)CN1C(=O)c2ccc(-c3ccc4c(c3)C(=O)N(CC(=O)OCC)C4=O)cc2C1=O	105	96	98	104	·	103	128	101
O=C(CSc1nnc(-c2ccc(Cl)cc2)n1-c1ccccc1)Nc1ccc(Br)cc1	35	-34*	14	-52*	-34*	42	78	-67*
CC(=O)Nn1c(N(N=Cc2cc(-c3ccccc3)cs2)C(C)=O)nn(C(C)=O)c1=S	96	101	91	102	94	96	101	96
N#Cc1c(NC(=O)c2ccco2)[n+]([O-])c2cc(Cl)c(Cl)cc2[n+]1[O-]	111	103	125	102	135	114	109	90
C=CCc1c(O)c(OC)c2c(c1OC)OCO2	99	71	100	95	104	97	108	98
CCN(CC)CC(O)CNc1ccnc2cc(Cl)ccc12 (stereo not drawn)	104&102	57&91	81&84	102&102	111&97	97	101&112	100&96

Entries shown so far with an aryl thioether with sulfur outside any ring, in the order listed:
SMILES	SNB-19	SNB-75	PC-3	U251	SF-295	SF-268	HCC-2998	SF-539
COc1ccc(-c2nc(SCC(=O)N3CCN(c4cc5c(cc4F)c(=O)c(C(=O)O)cn5C4CC4)CC3)nc(Cl)c2C#N)cc1OC	98	89	99	106	100	94	99	103
O=C(CSc1nc2ccccc2c(=O)n1-c1ccccc1)Nc1ccc(C(=O)/C=C/c2ccc(Cl)cc2)cc1	96	114	103	106	105	115	109	113
O=C(CSc1nnc(-c2ccc(Cl)cc2)n1-c1ccccc1)Nc1ccc(Br)cc1	35	-34*	14	-52*	-34*	42	78	-67*
